HT1080-NT tox: kills 2HG-producing HT-1080-NT fibrosarcoma cells; HT-1080-NT fibrosarcoma viability, CellTiter-Glo ATP luminescence, 48 h; Potency, µM (titrated, usually from 46.1 µM), inactives show at the top dose activity, negative = less viability, usual class: cytotoxic; actives 1.6% (n = 360,000); AID 686970;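 note: NT is the 2HG producing partner of a matched IDH1 knockdown line; potency is the fitted concentration of half-maximal effect; 0% = DMSO-treated cells and -100% = media-only wells without cells; nearly all actives have a fitted effect of over 55% in size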
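Compounds were tested in concentration-response format on HT-1080-NT cells for 48 hours at 37 degrees C. Cell viability came from CellTiter-Glo luminescence; curves were classified by r2, response magnitude and activity.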
IL1B secr inh: blocks inflammasome-driven IL-1 beta release | activity change, % at 57.5 µM | actives 4.7% (n = 360,000) | AID 743279 | THP-1 LPS/ATP IL-1B secretion, AlphaLISA, 16 h; stronger effect = lower value; in the data active = activity change below about -50%; inconclusive = mostly about -30% to -49%; note: % is set by controls: 0 for no effect and ±100 for the full control effect
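THP-1 cells pretreated 1 hr with compounds (up to 57.5 uM final), then stimulated with LPS (250 ng/mL final) plus ATP (1.25 mM final); secreted IL-1B measured by AlphaLISA after 16 hr, decreased signal indicating inhibition.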
KB-3-1 tox: KB-3-1 parental cell cytotoxicity | Potency, µM (doses to about 46.1 µM), for the others: at the top dose activity change, negative = cytotoxic, hits mostly cytotoxic | actives 1.4% (n = 400,000) | KB-3-1 viability, CellTiter-Glo ATP luminescence, 72 h; note: potency is the fitted concentration of half-maximal effect; % is set by controls: 0 for no effect and ±100 for the full control effect; nearly all actives have a fitted effect of over 60% in size
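Using CellTiter-Glo luminescence, growth of non-resistant KB-3-1 adenocarcinoma cells is assessed 72 h after pin-tool compound addition at 37 °C. Normalized responses across the concentration series yield fitted curves.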
GLP-1R agonist: GLP-1 receptor (human) agonism; P43220; actives 0.007% (n = 380,000); AID 624172; HEK293 GLP-1R CRE-luciferase, luminescence, 4-6 h; cells express a hypersensitive GLP-1R form; Potency, µM (series often up to 45.6 µM), for inactives: top-dose activation, hits mostly activators; note: potency is the fitted concentration of half-maximal effect; % of control where 0% means no effect
Target sequence (P43220 whole entry, looked up): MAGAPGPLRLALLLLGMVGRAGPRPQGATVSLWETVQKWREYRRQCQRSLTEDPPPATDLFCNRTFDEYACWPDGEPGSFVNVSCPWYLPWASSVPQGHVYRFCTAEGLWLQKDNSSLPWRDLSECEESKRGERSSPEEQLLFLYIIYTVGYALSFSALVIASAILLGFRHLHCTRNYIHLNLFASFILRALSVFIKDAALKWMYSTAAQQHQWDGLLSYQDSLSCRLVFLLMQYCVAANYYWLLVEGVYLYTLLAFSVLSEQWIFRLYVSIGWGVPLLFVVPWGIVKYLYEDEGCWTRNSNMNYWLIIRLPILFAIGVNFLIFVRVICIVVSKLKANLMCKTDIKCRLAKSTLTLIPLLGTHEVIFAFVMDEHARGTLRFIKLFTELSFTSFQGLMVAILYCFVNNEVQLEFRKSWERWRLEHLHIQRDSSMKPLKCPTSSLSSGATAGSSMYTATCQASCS
DRD3 antagonist: blocks the human D3 dopamine receptor. D3R cells, DiscoveRx beta-arrestin luminescence, antagonist mode; stronger effect = lower value. actives 2.5% (n = 360,000). P35462. max response, negative = inhibition, %; in the data active = max response below about -50%; inconclusive = no clear call, values can overlap the other calls; note: % is set by controls: 0 for no effect and ±100 for the full control effect; mostly tested at two doses, the higher about 12 µM
Target sequence (P35462 whole entry, looked up): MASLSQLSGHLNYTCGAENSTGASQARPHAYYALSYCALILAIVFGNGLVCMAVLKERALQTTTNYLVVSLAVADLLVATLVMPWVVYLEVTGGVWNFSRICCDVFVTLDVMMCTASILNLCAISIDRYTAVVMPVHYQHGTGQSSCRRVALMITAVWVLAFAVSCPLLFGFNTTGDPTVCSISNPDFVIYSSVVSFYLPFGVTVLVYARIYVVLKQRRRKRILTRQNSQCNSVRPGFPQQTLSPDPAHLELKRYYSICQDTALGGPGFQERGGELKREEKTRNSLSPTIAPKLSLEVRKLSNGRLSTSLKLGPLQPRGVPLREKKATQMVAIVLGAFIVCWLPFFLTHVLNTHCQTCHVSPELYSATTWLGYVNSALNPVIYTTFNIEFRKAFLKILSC
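Cells plated overnight at 1500 cells/well, then exposed to library compounds with dopamine controls for 90 minutes at 37 degrees C. DiscoveRx reagent added for 30–60 minutes at room temperature; luminescence read, quantitative HTS format.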
HT1080 IDH1KD tx: kills HT-1080 cells with IDH1 knockdown; Potency, µM (series often up to 46.1 µM), without a hit: at the highest dose activity, negative = toxicity, usual class: cytotoxic; HT-1080 IDH1 knockdown viability, ATP luminescence, 48 h; AID 686971; actives 2% (n = 360,000);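 note: potency is the fitted concentration of half-maximal effect; 0% = DMSO wells and -100% = cell-free medium wells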
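Assay cells: HT-1080 with IDH1 knockdown, 750 per well, RPMI/5% FBS. Exposure: 48 h at 37 °C following 2 h pre-incubation. Read: CellTiter-Glo luminescence; fitted concentration-response, curve class assigned.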
SW480 rereplic: induces DNA re-replication in SW480 colon adenocarcinoma cells; SW480 DNA re-replication, Hoechst DNA content imaging, 48 h; Potency, µM (series often up to 46.1 µM), for inactives: top-dose re-replication activation, hits mostly activators; actives 1.8% (n = 340,000); AID 624297; note: potency is the fitted concentration of half-maximal effect; % of control where 0% means no effect; nearly all actives have a fitted effect of over 55% in size
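Image-based read-out: total Hoechst fluorescence of nuclei (405 nm excitation, 500-530 nm emission), with hits raising the fraction of high-intensity nuclei. SW480 colon cells incubated 48 hr with compounds at 37 C.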
DRD3 agonist: activates the human D3 dopamine receptor. actives 0.58% (n = 410,000). max activation, %. AID 652048. D3R DiscoveRx beta-arrestin cells, luminescence, 90 min. P35462; in the data active = max activation above about 30%; note: 0% is about no effect; mostly tested at two doses, the higher about 12 µM
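Cells at 1500/well, incubated overnight, then treated with pinned compounds (dopamine as control) for 90 min at 37 degrees C. DiscoveRx reagent added for 30 - 60 minutes at room temperature; luminescence read.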
KB-V1 MDR tox: kills drug-selected multidrug resistant KB-V1 cells. actives 3.4% (n = 400,000). AID 1347076. Potency, µM (titrated, usually from 46.1 µM), for inactives: top-dose activity change, negative = cytotoxicity, hits mostly cytotoxic. KB-V1 MDR cells viability, CellTiter-Glo, 72 h; note: potency is the fitted concentration of half-maximal effect; % is set by controls: 0 for no effect and ±100 for the full control effect; nearly all actives have a fitted effect of over 60% in size
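Drug-selected KB-V1 cells, grown in DMEM lacking phenol red with 10% FBS, receive compound titrations; after three days at 37 degrees C, surviving cell ATP is quantified by CellTiter-Glo luminescence and responses normalized and curve-fitted.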
Numbers without * were called inactive; ? = inconclusive; . = no result given; & = joins results of further samples; [ ] = dose if it differs, or a comment. Unless noted, calls come from the whole dose curve; as a rule, active = well fitted curve in the direction sought with a large enough effect; inconclusive = small, poorly fitted or top-dose-only effect, or another doubt; inactive = no such curve, though single readings can be large; an effect the other way counts as inactive or inconclusive. Random draw from the library, and some 12% of all compounds hit somewhere here.

SMILES	HT1080-NT tox	IL1B secr inh	KB-3-1 tox	GLP-1R agonist	DRD3 antagonist	HT1080 IDH1KD tx	SW480 rereplic	DRD3 agonist	KB-V1 MDR tox
O=C(NCCOc1ccccc1Cl)C(=O)c1c[nH]c2ccccc12	-27%	-20	3%	0%	-9	-21%	-5%	1	?
Cc1cccc(NC(=O)N2CCCC(CNC(=O)c3ccccc3Cl)C2)c1C (stereo not given)	13%	0	8%	-7%	13	19%	2%	1	15%
CCc1cccc(NC(=O)Cn2c(-c3ccccc3)cc(C(C)=O)c2C)c1	-19%	25	0%	1%	-22	-28%	1%	-5	?
Cn1c(=O)c2c(nc(NC(Cc3ccccc3)C(=O)O)n2Cc2ccccc2)n(C)c1=O (stereo not given)	-7%	0	-6%	10%	10	-3%	2%	-7	-31%
Cc1ccc(C(=O)Nc2ncc(Cc3ccc(F)cc3)s2)o1	-9%	-2	5.8µM*	0%	18	?	-2%	1	9.2µM*
COc1ccc(CCNc2nnc(C)c(=O)[nH]2)cc1OC	11%	19	1%	-1%	20	13%	-6%	2	-6%
Cc1nc(SCC(=O)Nc2ccc3c(c2)OCO3)c(C#N)c2c1CCCC2	-1%	-22	-7%	5%	53	-6%	-1%	1	0%
C=CCn1c(C(O)c2ccccc2)nc2ccccc21 (stereo not given)	1%	2	19%	0%	-3	-10%	-5%	-2	-6%
CC(NC(=O)C1CCN(S(=O)(=O)c2cccc3cccnc23)CC1)c1ccccc1 (stereo not given)	-3%	-2	4%	-4%	-11	1%	2%	-2	-5%
CN1C2CCC1CC(NC(=O)c1ccc([N+](=O)[O-])cc1)C2 (stereo not given)	2%	12	0%	8%	-16	16%	-1%	-5	-9%
O=C(CC(c1ccccc1)c1ccccc1O)NCCN1CCOCC1 (stereo not given)	17%	15	-1%	21%	-55*	13%	4%	-4	1%
Cc1ccc(-n2c(SCC(=O)OC(C)C)nnc2-c2ccco2)cc1	-2%	18	-6%	17%	-5	-3%	28%	-11	-23%
O=S(=O)(Nc1cccc(-c2cn3c(n2)SCC3)c1)c1ccccc1	11%	-8	-6%	-4%	-4	1%	-3%	-6	?
CCOC(=O)C(/C(C)=N/NC(=O)c1ccccc1[N+](=O)[O-])C(C)C (stereo not given)	-1%	5	-3%	-8%	-22	-16%	8%	-6	?
Cc1ccc(C(=O)N/C(=C\c2cn(S(=O)(=O)N(C)C)c3ccccc23)C(=O)NCCCn2ccnc2)cc1	-19%	?	-10%&-2%	8%&0%	3	-14%	-5%	-10&2	?
Cc1ccccc1S(=O)(=O)Cc1ccc(C(=O)NC2CCCCC2)o1	9%	?	?	1%	24	6%	0%	-4&-8	-19%&8%
Cc1nn(C(C)C(=O)NCCCc2ccccc2)c(=O)c2cc3occc3n12 (stereo not given)	11%	-18	-2%	4%	14	6%	-14%	6	-24%
O=C(Nc1ccc(C(=O)NCCCN2CCN(c3ccccc3)CC2)cc1)C1=CSCCO1	-16%	5	-5%	-2%	-73*	-22%	-3%	-7	0%
Cn1c(CNc2ccc(F)cc2)nc2ccccc21	-22%	-2	-1%	7%	-21	?	-5%	-4	-19%
COC(=O)c1ccccc1NC(=O)CSc1nnc(-c2ccncc2)o1	4%	12	-1%	-15%	-9	-6%	0%[9.22 µM]	5	10%
C=CCS(=O)(=O)N1CCCC(Cc2ccccc2C)(C(=O)OCC)C1 (stereo not given)	6%	1	1%	9%	-2	3%	-8%	-1	-24%
COc1cccc(CC(=O)Nc2nccs2)c1	7%	5	1%	5%	26	3%	-7%	-12	12%
CC(C)C[C@@H](COCc1ccc(Cl)cc1)N1CCN(C(=O)c2ccc(Cl)cc2Cl)CCC1=O	?	-53*	?	-1%	12	?	.	-1	?
COc1ccc(NC(=O)c2c(NC(=O)CCC(=O)O)sc(-c3ccccc3)c2C)cc1	7%	-8	1%	-8%	12	-1%	0%	0	24%
CCOc1ccccc1N1CC(C(=O)Nc2cc(S(=O)(=O)N3CCOCC3)ccc2OC(C)C)CC1=O (stereo not given)	8%	-26	-6%	3%	5	4%	-25%	-4	0%
O=C(O)C1C2CCCCC2=C2CCCCC2C1C(=O)O (stereo not given)	-6%	21	-2%	-3%	24	5%	0%	7	8%
Cc1cc(NCCN2CCOCC2)n2nc(C)c(-c3ccc(Cl)cc3)c2n1	23µM*	?	?	13%	13	?	12%	4	23µM*
COc1ccc(CN2CCN(C(=O)c3cccc4ccccc34)CC2)cc1OC	-1%	-15	14%	14%	-10	1%	6.5µM*	-5	1%
Cc1ccc([C@@H]2CC=C(C(=O)O)[C@H](c3ccccc3)N2S(=O)(=O)c2ccc(C)cc2)cc1	-15%	36	7%	-4%	-24	-3%	1%	-17	0%
Cc1c(NC(=O)C(C)NCC2CCCO2)c(=O)n(-c2ccccc2)n1C (stereo not given)	17%	-9	19%	-5%	15	20%	-6%	5	?
O=[N+]([O-])c1ccc2nc(-c3cccnc3)[nH]c2c1	18%	-10	4%	-2%	-22	9%	0%	-3	17%
O=C(CS(=O)(=O)Cc1ccccc1)c1ccccc1	5%	5	5%	0%	7	4%	.	9	-1%
O=C(NCc1ccc2c(c1)OCO2)C1CCN(S(=O)(=O)c2ccc(Br)s2)CC1	-5%	-15	-13%	5%	-26	-7%	-4%	-7	-21%
C[C@@H]1NC(=O)[C@H](CC(N)=O)NC(=O)c2cc([N+](=O)[O-])cc(I)c2OCC[C@@H](C(=O)NC(CC(=O)O)C(N)=O)NC1=O (stereo not given in full)	1%	36	17%	-6%	6	2%	-2%	-8	18%
COc1ccc(NC(=O)COC(=O)c2ccc(OCc3c(C)noc3C)cc2)cc1OC	2%	22	-5%	3%	12	10%	-16%	4	-29%
COc1ccccc1N(CC(=O)N1CCCCC1)S(=O)(=O)c1ccccc1	1%	6	-10%	4%	-24	-3%	-4%	-13	0%
COCCOC(=O)c1[nH]c2c(c1C)C(=O)C(C(=O)OC)C(C)C2 (stereo not given)	5%	-5	0%	5%	-16	-1%	-5%	-1	-8%
CN(CC(=O)Nc1ccc(Cl)c(C(F)(F)F)c1)C(=O)c1cc(=O)[nH]c2ccccc12	-10%	?	2%	-7%	11	-29%	-3%	5	18%
CC1(C(=O)NS(=O)(=O)c2cccc(Cl)c2)CCN1C(=O)Cc1ccc(-c2ccccc2)cc1 (stereo not given)	-21%	23	0%	-6%	-8	0%	.	3	-5%
Cc1ccccc1NC(=S)C1=C(O)c2sccc2N(C)S1(=O)=O	26%	35	29%	-5%	-88*	17%	-11%	4	8%
Cc1cc(C)cc(OCC(=O)Nc2ccc3c(c2)OCO3)c1	9%	-18	1%	7%	-9	20%	-4%	-9	-6%
COc1cc(C(=O)NCCC(=O)NC2CCCCCCC2)cc(OC)c1OC	-6%	15	14%	2%	-11	11%	0%	6	-5%
CC1CCN(c2ccccc2NC(=O)c2ccc(N3CCOCC3)c([N+](=O)[O-])c2)CC1	3%	1	-9%	2%	-14	7%	-6%	2	-28%
O=C(c1ccc(Cl)cc1)c1c[nH]c(C(=O)NNc2cccc(Cl)n2)c1	23µM*	-14	-15%	16%	-4	?	?	0	-20%
Cc1cccc(N(CC(=O)NCCSc2ccc(Cl)cc2)S(C)(=O)=O)c1C	.	.	-14%	-3%	.	.	.	6	-2%
CNC(=S)NNC(=O)COc1cccc(C)c1C	26%	3	5%	-2%	-62*	8%	-2%[9.22 µM]	-5	-5%
O=C(CCc1ccc(Oc2cc([N+](=O)[O-])cc([N+](=O)[O-])c2)cc1)Nc1cccc(Cl)c1	-24%	?	-24%	-7%	7	-22%	1%	0	?
CC(C(=O)NCC1(c2ccccc2)CCCC1)N1CCCC1 (stereo not given)	-1%	-25	-1%	14%	-17	-1%	-5%	-3	-31%
CC(C)c1nnc(NC(=O)c2cc3ccccc3o2)s1	17%	-17	8%	9%	0	?	-1%	-9	-26%
C[C@H](CO)N1C[C@H](C)[C@@H](CN(C)S(=O)(=O)c2ccc(F)cc2)Oc2ccc(NS(=O)(=O)c3cccs3)cc2C1=O	16%	-4	1%	5%	16	8%	12%[9.22 µM]	1	19%
Other entries follow:
SMILES	HT1080-NT tox	IL1B secr inh	KB-3-1 tox	GLP-1R agonist	DRD3 antagonist	HT1080 IDH1KD tx	SW480 rereplic	DRD3 agonist	KB-V1 MDR tox
Cc1cc(C)c(S(=O)(=O)N(C)CC(N)=O)c(C)c1	6%	16	1%	1%	14	7%[9.24 µM]	2%	6	4%
O=C1c2oc3ccccc3c(=O)c2C(c2ccc(O)cc2)N1c1nccs1 (stereo not given)	-1%	-9	-4%	-3%	-4	-1%	-6%	3	0%
COc1ccc(OC2C(=O)N(Cc3ccc4c(c3)OCO4)C2c2sccc2C)cc1 (stereo not given)	?	?	-2%	-1%	39	?	8%	34*	-27%
CCCN(CCO)Cc1cccc(Br)c1	0%[9.24 µM]	24	4%	-12%	-11	-14%	-1%	-8	30%
NC(=O)c1sc2nc(-c3cccs3)ccc2c1N	-2%	-20	?	25%	-3	-7%	-1%	-3	?
COCCNC(=O)CC(=O)N/N=C/c1cccc(C(=O)OC)c1	18%	-11	-14%	3%	-8	2%	-3%	4	6%
CCOC(=O)NC1(C(F)(F)F)NC(=O)N(Cc2ccco2)C1=O (stereo not given)	5%	19	1%	0%	15	0%	-2%	8	-2%

Entries shown so far that have bromine, in the order listed:
SMILES	HT1080-NT tox	IL1B secr inh	KB-3-1 tox	GLP-1R agonist	DRD3 antagonist	HT1080 IDH1KD tx	SW480 rereplic	DRD3 agonist	KB-V1 MDR tox
O=C(NCc1ccc2c(c1)OCO2)C1CCN(S(=O)(=O)c2ccc(Br)s2)CC1	-5%	-15	-13%	5%	-26	-7%	-4%	-7	-21%
CCCN(CCO)Cc1cccc(Br)c1	0%[9.24 µM]	24	4%	-12%	-11	-14%	-1%	-8	30%
